# FAS-TE inh: inhibitors of human fatty acid synthase thioesterase domain | recombinant FAS-TE, OMFH fluorogenic substrate, fluorescence endpoint | P49327 | hit rate 0.67% among 360,000 | AID 602261 | inhibition, % at 15 µM;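 active = compounds whose normalised, plate-corrected inhibition of enzyme fluorescence in the single-dose primary screen is 50% or more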;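 note: 0% = DMSO with enzyme and 100% = substrate without enzyme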
# Rin1-Abl PPI inh: inhibitors of human Rin1-Abl protein interaction; AID 588664; inhibition, % at 7.35 µM; P00519+Q13671; hit rate 0.4% among 360,000; TR-FRET Rin1/Abl binding, biochemical; in the data active = inhibition above about 5%, passing the limit was not always enough
# CSN deneddyl inh: CSN deneddylation inhibition | Q92905 | Purified CSN, SCF-Nedd8-OG deneddylation, fluorescence polarization | inhibition, % at 12.5 µM | hit rate 0.38% among 360,000 | AID 651999;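 active = pattern-corrected inhibition above about 35%, with an unprinted fluorescence ratio check between 0.5 and 1.5, limit read from the data, passing the limit was not always enough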;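 note: 0% = enzyme with substrate and 100% = substrate without enzyme; some results filed as inactive read as strong as hits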
# Target sequence (Q92905 whole entry, looked up, one chain of several): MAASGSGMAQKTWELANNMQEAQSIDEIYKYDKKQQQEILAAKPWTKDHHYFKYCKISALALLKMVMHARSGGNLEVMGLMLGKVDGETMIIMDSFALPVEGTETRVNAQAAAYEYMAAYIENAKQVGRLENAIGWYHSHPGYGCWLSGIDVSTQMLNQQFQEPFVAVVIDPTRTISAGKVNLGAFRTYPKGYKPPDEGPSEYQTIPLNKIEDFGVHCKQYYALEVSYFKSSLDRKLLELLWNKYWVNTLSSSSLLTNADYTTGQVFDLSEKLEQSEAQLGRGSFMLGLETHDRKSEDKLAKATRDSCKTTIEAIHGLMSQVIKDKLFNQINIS
#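 Material: purified human Csn5 enzyme expressed in HEK293T cells / Medium: Tris buffer pH 7.5, NaCl, DTT, Tween-20, trehalose, ovalbumin / Compound dosing: 12.5 µM single point / Schedule: 90 min incubation of compound, enzyme and substrate at room temperature / Signal: fluorescence polarization of the substrate / Control set: no-enzyme wells high, enzyme-with-substrate wells low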
# PABP1 MLLE inh: inhibitors of microRNA-mediated deadenylation, human PABP1 MLLE binding | P11940 | GST-MLLE / FITC-PAM2 fluorescence polarization | inhibition, % at 20 µM | hit rate 0.36% among 360,000 | AID 588489; in the data active = inhibition above about 35%, passing the limit was not always enough;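 note: plate controls were DMSO wells with GST-MLLE for no effect and wells lacking GST-MLLE protein for full effect; some results filed as inactive read as strong as hits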
# Target sequence (P11940 whole entry, looked up): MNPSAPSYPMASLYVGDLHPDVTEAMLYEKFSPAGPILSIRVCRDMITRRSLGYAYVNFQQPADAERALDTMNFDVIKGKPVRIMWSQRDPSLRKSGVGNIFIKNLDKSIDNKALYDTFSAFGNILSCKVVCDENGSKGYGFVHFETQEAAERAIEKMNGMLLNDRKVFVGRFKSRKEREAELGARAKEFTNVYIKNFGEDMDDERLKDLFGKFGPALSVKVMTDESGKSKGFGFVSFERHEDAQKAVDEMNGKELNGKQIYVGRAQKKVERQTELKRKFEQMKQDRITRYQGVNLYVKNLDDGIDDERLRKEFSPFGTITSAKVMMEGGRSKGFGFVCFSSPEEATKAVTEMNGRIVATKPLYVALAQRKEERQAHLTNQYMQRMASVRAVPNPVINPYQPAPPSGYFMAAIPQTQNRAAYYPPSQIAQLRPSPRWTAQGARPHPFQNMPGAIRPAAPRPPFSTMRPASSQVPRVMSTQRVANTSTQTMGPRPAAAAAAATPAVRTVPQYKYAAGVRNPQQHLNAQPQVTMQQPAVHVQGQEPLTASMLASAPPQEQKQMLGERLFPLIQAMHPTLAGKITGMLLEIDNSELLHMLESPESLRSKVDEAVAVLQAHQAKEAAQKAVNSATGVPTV
# eLon inh: inhibitors of E. coli Lon protease. P0A9M0. purified E. coli Lon protease, fluorescence polarization. inhibition, % at 7.94 µM. hit rate 0.42% among 360,000. AID 602123; in the data active = inhibition above about 13%, passing the limit was not always enough;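 note: 0% = enzyme with probe and DMSO and 100% = no enzyme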
# Neddyl block: inhibitors of human cullin neddylation; P61081+Q13564; TR-FRET cullin neddylation, biochemical; calls only at 25 µM; hit rate 0.58% among 360,000; in the data active = inhibition above about 36%
# Tb MetRS inh: blocks T. brucei methionyl-tRNA synthetase activity; purified T. brucei MetRS, ATP depletion, Kinase-Glo luminescence; inhibition, % at 11.9 µM; hit rate 0.4% among 360,000; AID 624268;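 active = inhibition above a per-plate cutoff of the control wells' mean inhibition plus 3 SD, cut at about 5.5% in these data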;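 note: 0% = DMSO wells median and 100% = median of wells with control inhibitor compound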
#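 Test system – parasite MetRS enzyme · Reagent – substrates ATP, L-methionine and bulk Escherichia coli tRNA · Doses – 11.9 µM compound single dose, 0.9% DMSO · Times – 15 min enzyme-compound preincubation, 2 h reaction, 10 min detection, 25 °C · Signal – Kinase-Glo luminescence, ATP depletion format · Controls – DMSO-only wells as low control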
# MsrA act: activators of bovine methionine sulfoxide reductase A | activation, % at 10.6 µM | hit rate 0.3% among 360,000 | AID 602163 | purified bovine MsrA, absorbance read-out; in the data active = activation above about 7.5%;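 note: 0% = vehicle and 100% = reference activator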
# MsrA inh: bovine MsrA inhibition | purified bovine MsrA, absorbance read-out | inhibition, % at 15.5 µM | hit rate 0.75% among 360,000; in the data active = inhibition above about 4.5%;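 note: 0% = vehicle wells with enzyme and 100% = reference inhibitor wells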
# Numbers without * were called inactive; i = inactive; / = not tested or not shown.
# Results follow in this order: FAS-TE inh, PABP1 MLLE inh, CSN deneddyl inh, Neddyl block, eLon inh, Rin1-Abl PPI inh, MsrA inh, Tb MetRS inh, MsrA act
COc1cc(Br)cc2cc(C(=O)NCC3CCCO3)c(=O)oc12 (stereo not drawn)
 : -2, -16, 7, i, 4, -4, 0.1, -0.3, -4
Cc1ccccc1NC(=O)CSc1nc(N)c(C#N)c(-c2cccs2)c1C#N
 : -9, -3, -2, i, 3, -93, 0.6, 8.1*, -2
COc1cc(C(=O)Nc2cc(C(F)(F)F)ccc2N2CCOCC2)ccc1O
 : 0, 0, -8, i, 8, -2, -0.4, -0.7, -3
O=C(Cn1nnc2ccccc21)OCC(=O)c1ccc(F)cc1
 : -4, -3, 4, i, -14, 5, 0.3, -0.8, 0
Cc1ccc(NC(=O)C2C3CCCCC32)cc1[N+](=O)[O-] (stereo not drawn)
 : 8, -10, 3, i, 0, -2, 1.0, -0.7, -2
Cc1ccc(C)c(NC(=O)C(=O)NCCCN2CCOCC2)c1
 : -5, -12, 0, i, -5, 3, 0.9, 0.1, -2
Cc1ccc(C)c(N2C(=O)CN=C2Nc2ccccc2Cl)c1
 : -15, -17, -1, i, -5, 3, 1.9, -0.7, -12
COc1ccc(N2C(=O)c3ccc(NC(C)=O)cc3C2=O)cc1
 : -6, -22, 3, i, -3, -1, 1.0, -0.2, -2
Cc1cccc(C(=O)NC2CCN(S(=O)(=O)c3ccc(F)cc3)CC2)c1
 : -2, 12, -2, i, -4, -3, -0.2, -0.9, -2
CC(C)(C)NC(=O)Cn1c(Cl)nc2ccccc21
 : -6, -9, -4, i, 0, 2, -0.5, -0.7, -4

# The list goes on:
# Results follow in this order: FAS-TE inh, PABP1 MLLE inh, CSN deneddyl inh, Neddyl block, eLon inh, Rin1-Abl PPI inh, MsrA inh, Tb MetRS inh, MsrA act
COc1cc(NC(=O)c2cccs2)c(OC)cc1NC(=O)Cc1ccccc1
 : 6, -7, 0, i, 0, 4, 2.6, -0.5, 0
CC12C(=O)N(Cc3ccco3)C(=O)C1C1c3ccccc3C2c2ccccc21 (stereo not drawn)
 : 11, 0, 7, i, 1, -1, -1.7, -0.2, -3
COC(=O)C1C2CC3c4[nH]c5cc(OC)ccc5c4CCN3CC2CC(OC(=O)CC(C)=O)C1OC (stereo not drawn)
 : -23, -28, 11, i, -169, -2, 2.0, -0.3, 1
COc1cc(OC)cc(-c2nc(-c3cccs3)no2)c1
 : 16, 2, -15, i, -1, 0, 2.0, -0.7, -4
O=S1(=O)CC(N2CCN(CCO)CC2)CN1Cc1cn(Cc2ccccc2)nn1 (stereo not drawn)
 : -14, /, -4, i, -4, /, 0.6, -1.1, 0
CC(=O)Nc1ccc(S(=O)(=O)NCCC(=O)OCc2nnc(-c3ccccc3)o2)cc1
 : -1, -13, 2, i, -8, -2, -0.8, -0.4, -3
O=S(=O)(CC(O)CS(=O)(=O)c1ccc(Cl)cc1)c1ccccc1 (stereo not drawn)
 : -1, 6, 11, i, /, /, -1.1, /, /
CCN(CC)C(=O)CCCc1c[nH]c2ccccc12
 : 1, -8, 2, i, -4, 5, -0.8, 0.2, -3
Cn1c(=O)c2c(ncn2CC(=O)OCC(=O)NNC(=O)c2ccc(Cl)cc2)n(C)c1=O
 : -5, -72, 0, i, 1, 0, -0.6, 0.0, -2
C=C(Cl)COc1ccc2c(CCC)cc(=O)oc2c1
 : 12, -4, 2, i, 2, 1, 0.4, 0.3, -5

# Remaining list, next part:
# Results follow in this order: FAS-TE inh, PABP1 MLLE inh, CSN deneddyl inh, Neddyl block, eLon inh, Rin1-Abl PPI inh, MsrA inh, Tb MetRS inh, MsrA act
Cn1c(=O)c2ccccc2n(CC(=O)Nc2ccc3c(c2)OCCO3)c1=O
 : -3, 3, 4, i, 5, -1, -0.3, -0.8, -9
CCCNC(=O)c1ccc2snnc2c1
 : -3, -2, -2, i, 5, -2, 0.1, -0.2, -1
Cc1cc(NS(=O)(=O)c2ccccc2)ccc1NS(=O)(=O)c1ccccc1
 : 5, -18, 1, i, 4, 0, 0.3, -0.2, -2
Cc1ccc(/C=N/NC(=O)c2ccco2)cc1
 : -2, 2, -2, i, 0, -3, 0.3, -0.4, -4
CC(C)(C)n1cnc2cc(NC(=O)c3ccccc3)ccc21
 : -2, 16, -4, i, -2, 0, -1.0, -1.4, 1
CC(C)(C)Cc1nnc(NC(=O)c2ccc3c(c2)OCO3)s1
 : -7, 22, 6, i, 6, 4, 0.8, -0.2, -7
Cn1c(SCC(=O)NCc2ccccc2)ncc(C(=O)Nc2ccccc2)c1=O
 : -4, 0, 2, i, -3, -1, 0.4, -0.4, -6
Cc1cccc(Cn2ncc(Cl)c(Cl)c2=O)c1
 : 2, -8, 4, i, -4, 2, 0.2, -1.2, -10
COc1cc(C(c2c(C)n(C)n(-c3ccccc3)c2=O)c2c(C)n(C)n(-c3ccccc3)c2=O)cc(Br)c1O
 : -4, -7, -4, i, -9, -1, -0.2, -0.4, -1
Cc1cc(N2C(=O)c3ccccc3C2=O)n(C)n1
 : -6, -5, -1, i, -3, 1, -1.2, 0.1, -1

# (listing goes on)
# Results follow in this order: FAS-TE inh, PABP1 MLLE inh, CSN deneddyl inh, Neddyl block, eLon inh, Rin1-Abl PPI inh, MsrA inh, Tb MetRS inh, MsrA act
O=C(N=C1SC2CS(=O)(=O)CC2N1Cc1ccccc1)C1CC1 (stereo not drawn)
 : -4, 0, 9, i, -5, 1, 0.5, 0.0, -1
CCOc1cc(C(=O)N2CCN=C2SC)cc(OCC)c1OCC
 : -4, -10, 2, i, -8, -2, -0.5, 0.2, 0
Cc1cc(C(F)F)nn1CC(=O)NC1CCCCCC1
 : -5, 7, -5, i, -2, 0, 0.9, -0.3, -4
COc1ccc(CC(=O)OCC(=O)NC2CCCC(C)C2C)cc1OC (stereo not drawn)
 : -9, -17, 0, i, -4, -2, 0.9, -0.1, -1
COc1ccc(CCNS(=O)(=O)c2ccc(Cl)cc2)cc1OC
 : -2, 9, 1, i, -1, 2, 0.6, 0.0, 0
Cc1cccc(NC(=O)c2cccc(C(=O)Nc3cccc(C)c3)c2)c1
 : -3, -3, -4, /, 2, 2, 0.3, -0.3, 0
Cc1cc(C(=O)Nc2cccc([N+](=O)[O-])c2C)cs1
 : -1, 4, 4, i, 1, 4, 0.9, -0.1, -3
CNC(=O)Cn1nc(C)c2ccccc2c1=O
 : -4, -22, 2, i, 8, 3, -0.3, -0.7, 1
Cc1ccc(NC(=O)C2CCN(S(=O)(=O)c3cccs3)CC2)cc1
 : 4, -1, -4, i, -12, 3, -0.8, -0.8, -3
CCOC(=O)/C(=C\c1ccc(N2CCC(c3ccccc3)=N2)cc1)C(C)=O
 : -10, -148, 38*, /, -274, 3, 0.4, -0.2, -1

# 15 neighbouring compounds from above, quoted:
# Results follow in this order: FAS-TE inh, PABP1 MLLE inh, CSN deneddyl inh, Neddyl block, eLon inh, Rin1-Abl PPI inh, MsrA inh, Tb MetRS inh, MsrA act
CC(C)(C)Cc1nnc(NC(=O)c2ccc3c(c2)OCO3)s1
 : -7, 22, 6, i, 6, 4, 0.8, -0.2, -7
Cn1c(SCC(=O)NCc2ccccc2)ncc(C(=O)Nc2ccccc2)c1=O
 : -4, 0, 2, i, -3, -1, 0.4, -0.4, -6
Cc1cccc(Cn2ncc(Cl)c(Cl)c2=O)c1
 : 2, -8, 4, i, -4, 2, 0.2, -1.2, -10
COc1cc(C(c2c(C)n(C)n(-c3ccccc3)c2=O)c2c(C)n(C)n(-c3ccccc3)c2=O)cc(Br)c1O
 : -4, -7, -4, i, -9, -1, -0.2, -0.4, -1
Cc1cc(N2C(=O)c3ccccc3C2=O)n(C)n1
 : -6, -5, -1, i, -3, 1, -1.2, 0.1, -1
O=C(N=C1SC2CS(=O)(=O)CC2N1Cc1ccccc1)C1CC1 (stereo not drawn)
 : -4, 0, 9, i, -5, 1, 0.5, 0.0, -1
CCOc1cc(C(=O)N2CCN=C2SC)cc(OCC)c1OCC
 : -4, -10, 2, i, -8, -2, -0.5, 0.2, 0
Cc1cc(C(F)F)nn1CC(=O)NC1CCCCCC1
 : -5, 7, -5, i, -2, 0, 0.9, -0.3, -4
COc1ccc(CC(=O)OCC(=O)NC2CCCC(C)C2C)cc1OC (stereo not drawn)
 : -9, -17, 0, i, -4, -2, 0.9, -0.1, -1
COc1ccc(CCNS(=O)(=O)c2ccc(Cl)cc2)cc1OC
 : -2, 9, 1, i, -1, 2, 0.6, 0.0, 0
Cc1cccc(NC(=O)c2cccc(C(=O)Nc3cccc(C)c3)c2)c1
 : -3, -3, -4, /, 2, 2, 0.3, -0.3, 0
Cc1cc(C(=O)Nc2cccc([N+](=O)[O-])c2C)cs1
 : -1, 4, 4, i, 1, 4, 0.9, -0.1, -3
CNC(=O)Cn1nc(C)c2ccccc2c1=O
 : -4, -22, 2, i, 8, 3, -0.3, -0.7, 1
Cc1ccc(NC(=O)C2CCN(S(=O)(=O)c3cccs3)CC2)cc1
 : 4, -1, -4, i, -12, 3, -0.8, -0.8, -3
CCOC(=O)/C(=C\c1ccc(N2CCC(c3ccccc3)=N2)cc1)C(C)=O
 : -10, -148, 38*, /, -274, 3, 0.4, -0.2, -1

# (cont.)
# Results follow in this order: FAS-TE inh, PABP1 MLLE inh, CSN deneddyl inh, Neddyl block, eLon inh, Rin1-Abl PPI inh, MsrA inh, Tb MetRS inh, MsrA act
Cc1cc([N+](=O)[O-])nn1CC(=O)N/N=C/c1ccccc1F
 : 37, -2, -2, i, -12, 2, 2.0, -0.3, -4
c1cncc(-c2csc(-c3cccnc3)n2)c1
 : -9, 15, 1, i, 3, -1, -0.1, -0.6, -2
Fc1ccc(-c2cc3nc(-c4ccccc4)cc(N4CCN(CCN5CCOCC5)CC4)n3n2)cc1
 : 14, -8, 3, /, -5, -1, 0.7, -0.2, 1
O=C(CC(NC(=O)c1ccccc1)c1ccccc1)NCc1ccccc1 (stereo not drawn)
 : -8, -12, 1, i, 8, 2, -0.6, -0.1, -2
CC(O)(c1cccc(F)c1)c1nc(-c2cncnc2)cs1 (stereo not drawn)
 : -5, 18, 5, i, -1, 0, /, -0.1, -3
CN(c1ccccc1)c1ccc(/C=C(\CCC(=O)O)c2nc3ccccc3s2)cc1[N+](=O)[O-]
 : 11, 11, -2, i, 4, 1, 1.3, -0.1, -1
Cc1c(C(=O)OCc2nc3scc(-c4ccccc4)c3c(=O)[nH]2)cccc1[N+](=O)[O-]
 : 12, -4, 5, i, -5, 1, 1.8, -0.2, -8
CC(C)(C)n1nnnc1C(c1ccccc1)N1CCc2ccccc2C1 (stereo not drawn)
 : 24, -7, 1, i, -8, 1, /, -1.4, -10

# Source: PubChem BioAssay
